HCMV inh = qHTS Assay for inhibitors of the human cytomegalovirus (HCMV); HFF cells, HCMV-luciferase reporter, 72 h; stronger effect = lower value; activity change, negative = inhibition, % at 57.5 µM; hit rate 4.5% among 410,000; AID 1259415, 2018; in the data active = activity change below about -60%; inconclusive = no clear call, values can overlap the other calls; inactive = above about -39%
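Human foreskin fibroblasts infected with luciferase-reporter HCMV at MOI 1 PFU/cell, compounds at two doses. Luciferase measured 72 h post infection; normalized to buffer-only basal and Salinomycin (10uM) controls.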
AmpC no deterg = qHTS Inhibitors of AmpC Beta-Lactamase (assay without detergent); P00811; AmpC nitrocefin hydrolysis, absorbance 480 nm, 0.0001% Triton; Potency, µM (titrated, usually from 57.1 µM), for the others: top-dose activity change, negative = inhibition, usual class: inhibitors; hit rate 0.52% among 330,000; AID 485341, 2010;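 also: potency is read from the fitted curve at half-maximal effect; plate controls were no compound for no effect and no enzyme for full effect; nearly all actives have a fitted effect of over 20% in size; some results filed as inactive show a strong effect at the top dose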
Target sequence (P00811 whole entry, looked up): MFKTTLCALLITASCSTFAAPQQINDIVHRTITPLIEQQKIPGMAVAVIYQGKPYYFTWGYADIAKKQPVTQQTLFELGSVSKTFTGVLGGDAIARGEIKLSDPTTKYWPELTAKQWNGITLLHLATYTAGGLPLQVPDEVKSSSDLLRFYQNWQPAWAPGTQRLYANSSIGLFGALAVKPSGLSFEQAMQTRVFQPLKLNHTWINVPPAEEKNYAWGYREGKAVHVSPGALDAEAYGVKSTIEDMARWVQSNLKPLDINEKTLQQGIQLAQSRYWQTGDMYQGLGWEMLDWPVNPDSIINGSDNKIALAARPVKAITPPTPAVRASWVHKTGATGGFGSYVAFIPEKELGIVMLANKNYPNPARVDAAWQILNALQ
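AmpC (5.3 nM in the dispensed reagent) in 20 mM phosphate pH 7.0 with 0.01% (detergent screen) or 0.0001% Triton X-100 was preincubated with compounds for 15 min at room temperature. Nitrocefin was then added from an 800 uM solution, and hydrolysis was followed at 480 nm.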
Sm TGR block = qHTS Assay for the Inhibitors of Schistosoma Mansoni Peroxiredoxins. Schistosoma mansoni thioredoxin glutathione reductase (TGR), Q962Y6. purified TGR, DTNB reduction, TNB absorbance 405 nm. Potency, µM (top dose mostly 114 µM), without a hit: top-dose activity change, negative = inhibition, usual class: inhibitors. hit rate 3% among 360,000. AID 485364, 2010; also: potency is read from the fitted curve at half-maximal effect; nearly all actives have a fitted effect of over 60% in size
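Kinetic colorimetric format: TGR-catalysed, NADPH-driven DTNB reduction monitored via TNB absorbance. Enzyme dispensed at 20 nM; compound exposure 15 min at room temperature before reaction start.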
AmpC detergent = qHTS Inhibitors of AmpC Beta-Lactamase (assay with detergent). AmpC hydrolysis of nitrocefin, absorbance 480 nm, 0.01% Triton. P00811. AID 485294, 2010. hit rate 0.041% among 370,000. Potency, µM (series often up to 114 µM), without a hit: at the highest dose activity change, negative = inhibition, usual class: inhibitors;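 also: potency is read from the fitted curve at half-maximal effect; 0% = no-compound wells and -100% = no-enzyme wells; nearly all actives have a fitted effect of over 25% in size; some results filed as inactive show a strong effect at the top dose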
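AmpC (5.3 nM in the dispensed reagent) in 20 mM phosphate pH 7.0 with 0.01% (detergent screen) or 0.0001% Triton X-100 was preincubated with compounds for 15 min at room temperature. Nitrocefin was then added from an 800 uM solution, and hydrolysis was followed at 480 nm.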
HCV inhibitor = qHTS Assay for Inhibitors of Hepatitis C Virus (HCV) | Potency, µM (top dose mostly 41.8 µM), inactives show top-dose activity change, negative = inhibition, most hits filed as inhibitors | Huh7.5.1 HCVcc-Cre infection, luciferase reporter, 44 h | hit rate 3.4% among 340,000; also: potency is read from the fitted curve at half-maximal effect
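Infectious HCV cell culture screen: compound-treated cells (1,000/well, pre-plated 4 h) are infected with HCVcc-Cre at roughly 0.5 moi and grown 44 h. Infection is quantified by luciferase signal after 15 min substrate incubation at room temperature.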
Giardia FBPA inh = qHTS Assay for Inhibitors of Fructose-1,6-bisphosphate Aldolase from Giardia Lamblia; AID 2451, 2010; Potency, µM (top dose mostly 59.6 µM), inactives show top-dose activity, negative = inhibition, most hits filed as inhibitors; hit rate 0.71% among 290,000; purified Giardia FBPA; A8B2U2; also: potency is read from the fitted curve at half-maximal effect; nearly all actives have a fitted effect of over 55% in size
Target sequence (A8B2U2 whole entry, looked up): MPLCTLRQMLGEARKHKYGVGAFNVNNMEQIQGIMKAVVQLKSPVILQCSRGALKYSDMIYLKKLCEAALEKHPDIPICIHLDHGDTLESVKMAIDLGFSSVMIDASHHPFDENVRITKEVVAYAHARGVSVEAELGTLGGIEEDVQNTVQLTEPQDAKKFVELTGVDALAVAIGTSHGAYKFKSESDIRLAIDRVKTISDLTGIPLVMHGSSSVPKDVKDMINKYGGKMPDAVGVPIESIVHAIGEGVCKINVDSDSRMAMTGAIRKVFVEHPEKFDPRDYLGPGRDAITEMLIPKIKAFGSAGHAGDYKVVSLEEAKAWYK
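40 nM FBPA preincubated 10 min at RT with compound (up to 57.5 uM final), then substrate plus GAPDH/TPI/NAD/arsenate coupling and diaphorase/resazurin added. Fluorescence read after 20 min at RT, 525/598 nm.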
Active calls of the source: *; u = inconclusive; x = no result given; & = joins results of further samples; [ ] = another dose, or the depositor's remark. Unless noted, calls follow the shape of the dose curve; as a rule, active = well fitted curve in the direction sought with a large enough effect; inconclusive = small, poorly fitted or top-dose-only effect, or another doubt; inactive = no such curve, though single readings can be large; an effect the other way counts as inactive or inconclusive. Unless noted, % is scaled to controls: 0 for no effect and ±100 for the full control effect. No enrichment for hits, and some 9.9% of all compounds hit somewhere here.

SMILES	HCMV inh	AmpC no deterg	Sm TGR block	AmpC detergent	HCV inhibitor	Giardia FBPA inh
COc1ccccc1NC(=O)CSc1oc(-c2ccco2)nc1S(=O)(=O)c1ccc(Br)cc1	12	x	u	-5%	x	x
COc1ccc(OC)c(/C=C/C(=O)OCC(=O)Nc2cccc(Oc3ccccc3)c2)c1	30	-19%	-16%	-12%	-19%	0%
Cc1ccc(F)c(Cn2cnc3c(cnn3C(C)(C)C)c2=O)c1Cl	-5	13%	-2%	5%	x	x
COc1ccc(/C=C/C(=O)OCC(=O)Nc2ccc3c(c2)OCO3)cc1	-38	-20%	-3%	2%	-1%	x
Cc1cccc(OCc2nnc(-c3ccccc3)o2)c1	1	x	2%	6%	x	x
Cc1ccccc1-n1c(SCc2ccc(Cl)cc2)nc2[nH]ncc2c1=O	-20	x	11%	7%	x	x
CCN1C(=O)c2cccc3c(S(=O)(=O)N4CCC(C)CC4)ccc1c23	54	21%	0%	-5%	u	x
COc1ccc(C2CC(=O)Oc3cc(O)cc(O)c32)cc1 (stereo unspecified)	81	-14%	0%	4%	8%	7%
CC(C)(O)[C@@H]1CC(=O)[C@]2(C)[C@H](CC[C@@]3(C)[C@H](c4ccoc4)OC(=O)[C@H]4O[C@]432)[C@@]1(C)/C=C\C(=O)O	-12	-11%	-15%	1%	4%	x
Fc1ccccc1CNCCC(Cc1ccccc1)c1ccc2c(c1)OCO2 (stereo unspecified)	u	31%	12%	1%	u	0%
COc1ccccc1OCCCC(=O)Nc1ccc2c(c1)OCCO2	30	-5%	-12%	10%	6%	x
O=C(O)c1ccc(OCCOc2ccccc2)cc1	-17	5%	7%	-2%	13%	u
CN(CCCNC(=O)Cn1ncc2c([nH]c3ccccc32)c1=O)Cc1ccccc1	6	x	-22%	-6%	x	x
CC(CC(=O)Nc1ccc(C(N)=O)cc1)c1ccccc1 (stereo unspecified)	-14	-25%	-13%	-8%	7%	-1%
COC(=O)c1cc(CNC(=O)c2ccccc2Cl)ccc1OC	16	3%	5%	10%	4%	0%
COc1ccc(NC(=O)C(NC(C)=O)C(=O)NCc2ccccc2Cl)cc1 (stereo unspecified)	19	-17%	-2%	-5%	1%	0%
O=C1CCCC2=C1C(c1ccccc1)NC(=S)N2 (stereo unspecified)	-103*	-19%	-8%	3%	25%	11%
Cc1ccc(N2C(=O)C3CCCN3C2=S)cc1Cl (stereo unspecified)	0	-22%	0%	-9%	-5%	5%
CC(=O)C(Sc1nc(N2CCOCC2)nc(N2CCOCC2)n1)C(=O)Nc1ccccc1 (stereo unspecified)	9	65%[activator]	-9%	2%	u	-1%
COCc1c(C(=O)OCc2nnc(-c3ccc([N+](=O)[O-])cc3)o2)oc2ccccc12	3	-11%	x	x	16%	x
CCOc1ccc(C2CC(c3cccc(OC)c3)n3nc(N)nc3N2)cc1 (stereo unspecified)	1	4.5µM*	3%	u	8%	0%
NC(=O)c1ccc(NC(=O)COC(=O)C2CCN(S(=O)(=O)c3cccs3)CC2)cc1	0	-16%	x	x	-10%	x
COC(=O)[C@H](Cc1ccccc1)[C@@H](C)OS(N)(=O)=O	-18	-6%	-1%	-6%	-1%	1%
O=C(NC(=S)Nc1ccc(-c2ccc(CO)o2)cc1)c1cccs1	x	10µM*	8.9µM*	8%	-10%	-14%
CN1C(=O)C(C)(C)c2cc(S(=O)(=O)NCC3CCC(C(=O)NC4CCCCC4)CC3)ccc21 (stereo unspecified)	-39	77%[activator]	-10%	3%	-1%	5%

Shown with values under each structure: entries from further up.
Fields: HCMV inh	AmpC no deterg	Sm TGR block	AmpC detergent	HCV inhibitor	Giardia FBPA inh
CC(=O)C(Sc1nc(N2CCOCC2)nc(N2CCOCC2)n1)C(=O)Nc1ccccc1 (stereo unspecified)
    9	65%[activator]	-9%	2%	u	-1%
Cc1ccc(F)c(Cn2cnc3c(cnn3C(C)(C)C)c2=O)c1Cl
    -5	13%	-2%	5%	x	x

(list continues)
SMILES	HCMV inh	AmpC no deterg	Sm TGR block	AmpC detergent	HCV inhibitor	Giardia FBPA inh
COc1ccccc1CNC(=O)CCCn1c(=O)c2ccccc2n(Cc2ccc(C)cc2)c1=O	7	x	3%	-1%	x	x
Cc1ccc(NC(=O)CNc2cccc(S(=O)(=O)N3CCCC3)c2)cc1F	-18	-11%	2%	2%	u	x
Cc1nc2cc(-c3ccccc3)sc2c(=O)n1N	-89*	-19%	6%	6%	-14%	0%
CC(=O)c1cccc(NC(=O)NN2CCN(C)CC2)c1	40	-7%	8%	1%	17%	3%
CCOc1ccc(OCC)c(NC(=O)C2CCCN2S(=O)(=O)c2cccc3cccnc23)c1 (stereo unspecified)	18	69%[activator]	7%	-12%	u	-5%
Cc1noc(C(=O)N2CC3(C)CC2CC(C)(C)C3)c1Cl (stereo unspecified)	-17	-2%	0%	-2%	-21%	3%
Nc1c2c(nc3ccccc13)CCC2	43	-23%	-11%	-6%	-2%	3%
CC(=O)Nc1ccc(C(=O)NN2C(=O)c3ccccc3C2=O)cc1	-38	-16%	2%	2%	16%	0%
O=C1NCCCc2c1oc1cc(Br)c(O)c(Br)c21	u	-6%	-23%	0%	-17%	-20%
Cc1c(C)c2ccc(OCC(=O)N3CC[C@@]4(O)CCCC[C@H]4C3)c(C)c2oc1=O	22	-1%	0%	-4%	36%	-3%
COc1ccc(/C=C/C(=O)NCC(=O)N/N=C/c2cccs2)cc1	-35	-4%	-3%	3%	-15%	3%
COc1ccc(-c2cc(C(=O)N/N=C/c3cccnc3)c3ccccc3n2)cc1	u	70%[activator]	-27%	-1%	-7%	x
CC(=O)C(Cc1ccc(Cl)nc1)(Cc1ccc(Cl)nc1)C(C)=O	43	7%	0%	-5%	7%	0%
COc1cccc(CNC(=O)c2sc3nc[nH]c(=O)c3c2C)c1	-23	x	0%	-9%	x	x
COc1ccccc1NC(=O)C1CCCN(c2nnc(C)c3c(C)n(-c4ccccc4)nc23)C1 (stereo unspecified)	-31	x	-1%	-1%	x	x
CC(=O)c1cc(-c2ccc(F)cc2)n(CCC(=O)Nc2cc(C)[nH]n2)c1C	1	-15%	-4%	-3%	u	2%
N#CC1=C(N)NC(SCC(=O)Nc2ccccc2)=C(C#N)C12CCCCC2	-21	-35%	-21%	u	u	-15%
O=C(COC(=O)Cn1cnc2ccccc2c1=O)Nc1ccc2c(c1)OCO2	44	-28%	5%	-2%	6%	1%
CC(=O)c1c(NCc2ccccc2)nc(=O)n(-c2ccccc2)c1C	-29	-15%	u	-9%	4%	-21%
COc1ccccc1Nc1cc(C(=O)NC2CCC(C)CC2)c2ccccc2n1 (stereo unspecified)	-15	x	15%	2%	x	x
Cc1cc(C(=O)N/N=C\C(Br)=C\c2ccccc2)c(C)o1	24	-45%	-31%	0%	-28%	-8%
O=C(/C=C/c1ccccc1O)c1ccco1	-17	-25%	u	u	21%	2%
O=C(O)c1ccc(/C=N/NC(=O)c2ccc(CN3c4cccc5cccc(c45)S3(=O)=O)cc2)cc1	-23	28µM*	-10%	-13%	6%	-18%
COc1ccc(N2C(=O)CCC(C(=O)Nc3cccc(C)n3)C2c2ccc(OC)c(OC)c2)cc1 (stereo unspecified)	-10	140%[activator]	5%	2%	12%&17%	0%
O=C(Nc1nc2c(s1)CCCC2)C1COc2ccccc2O1 (stereo unspecified)	-15	-29%	-9%	-13%	u	-1%

Next part.
SMILES	HCMV inh	AmpC no deterg	Sm TGR block	AmpC detergent	HCV inhibitor	Giardia FBPA inh
Cc1ccccc1-n1c(-c2ccoc2C)n[nH]c1=S	49	-41%	0%	-9%	21%	-19%
CCCCC[C@H]1CN(Cc2ccccc2)C(=O)[C@@H]1CC(=O)NCc1ccc(OC)cc1	-4	92%[activator]	-5%	-9%	u	9%
O=C1NC(Cc2c[nH]c3ccccc23)C(=O)N1Cc1ccc(CN2C(=O)NC(Cc3c[nH]c4ccccc34)C2=O)cc1 (stereo unspecified)	-12	7%	21%	-5%	-13%	-5%
CC(=O)CCn1cnc([N+](=O)[O-])n1	20	-25%	-2%	u	20%	-11%
CC(=O)N1CCOc2cc(S(=O)(=O)NCc3ccc(C)cc3)c(C)cc21	u	x	6%	5%	x	x
Cc1ccc(NC(=O)c2ccc(CSc3nnc(C)s3)cc2)cc1	6	0%	22%	6%	-27%	5%
COc1ccc(-c2nc3ccccc3s2)cc1O	u	-1%	4%	0%	u	-3%
Cc1c(C(=O)N2CCC(C(=O)Nc3ccc(F)cc3)CC2)sc2nc[nH]c(=O)c12	-25	x	5%	1%	x	x
COc1cc(NC(=O)C/C(C)=N/NC(=O)C2CCCCC2)c(OC)cc1Cl	20	84%[activator]	-1%	-6%	1%	3%
O=C(O)c1cn(-c2ccccc2)c(=O)c2ccccc12	1	-8%	1%	-2%	20%	5%
C[N+]1=C(/C=C/Nc2ccccc2Cl)C(C)(C)c2ccccc21	-33	-22%	-27%	-5%	u	10%
CCOCC(=O)Nc1cc(-c2cn3cccnc3n2)ccc1C	28	-8%	-20%	-6%	3%	-1%

Grouped by structure, those above with a furan ring, fused or not.
SMILES	HCMV inh	AmpC no deterg	Sm TGR block	AmpC detergent	HCV inhibitor	Giardia FBPA inh
COc1ccccc1NC(=O)CSc1oc(-c2ccco2)nc1S(=O)(=O)c1ccc(Br)cc1	12	x	u	-5%	x	x
CC(C)(O)[C@@H]1CC(=O)[C@]2(C)[C@H](CC[C@@]3(C)[C@H](c4ccoc4)OC(=O)[C@H]4O[C@]432)[C@@]1(C)/C=C\C(=O)O	-12	-11%	-15%	1%	4%	x
COCc1c(C(=O)OCc2nnc(-c3ccc([N+](=O)[O-])cc3)o2)oc2ccccc12	3	-11%	x	x	16%	x
O=C(NC(=S)Nc1ccc(-c2ccc(CO)o2)cc1)c1cccs1	x	10µM*	8.9µM*	8%	-10%	-14%
O=C1NCCCc2c1oc1cc(Br)c(O)c(Br)c21	u	-6%	-23%	0%	-17%	-20%
Cc1cc(C(=O)N/N=C\C(Br)=C\c2ccccc2)c(C)o1	24	-45%	-31%	0%	-28%	-8%
O=C(/C=C/c1ccccc1O)c1ccco1	-17	-25%	u	u	21%	2%
Cc1ccccc1-n1c(-c2ccoc2C)n[nH]c1=S	49	-41%	0%	-9%	21%	-19%
